Compound activity (PubChem BioAssay)
PI5P4K alpha inh = inhibitors of human PI5P4K alpha; P48426; max response, %; 330,000 tested, 1.2% active; PI5P4Kalpha enzyme, ADP-Glo luminescence, 60 min; stronger effect = lower value; active = max response of -50% or lower; inconclusive = between -30% and -50%; inactive = -30% or higher; also: value at the top dose of about 77 µM; % is scaled to controls: 0 for no effect and ±100 for the full control effect
Target sequence (P48426 whole entry, looked up): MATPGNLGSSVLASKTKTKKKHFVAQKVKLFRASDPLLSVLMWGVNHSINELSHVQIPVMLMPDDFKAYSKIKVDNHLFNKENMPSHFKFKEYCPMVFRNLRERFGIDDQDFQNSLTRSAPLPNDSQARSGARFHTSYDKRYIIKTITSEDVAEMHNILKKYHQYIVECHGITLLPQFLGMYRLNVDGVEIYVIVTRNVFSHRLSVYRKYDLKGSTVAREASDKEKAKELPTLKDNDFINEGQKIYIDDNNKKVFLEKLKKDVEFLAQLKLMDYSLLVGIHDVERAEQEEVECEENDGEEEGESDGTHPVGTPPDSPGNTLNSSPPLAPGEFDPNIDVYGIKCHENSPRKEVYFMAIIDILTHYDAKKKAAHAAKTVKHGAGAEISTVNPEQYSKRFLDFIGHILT
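Controls without substrate or without enzyme flank wells where PI5P4Kalpha converts substrate using 5 microM ATP (final). Incubation lasts 60 minutes at room temperature; ADP formed is read by ADP-Glo luminescence.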
EPAC1 ag = EPAC1 (human) agonism. 360,000 tested, 0.073% active. AID 720707. Potency, µM (doses to about 154 µM), inactives show at the highest dose activation, hits mostly activators. EPAC1 agonist qHTS, biochemical assay; response scale: 100% = response to 6.5 mM cAMP; also: potency is read from the fitted curve at half-maximal effect; nearly all actives have a fitted effect of over 60% in size
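Nucleotide exchange assay: 100 nM EPAC1 with 250 nM Rap1B loaded with BODIPY-GDP and 50 uM GDP, room temperature. Fluorescence (480/540 nm) read every 5 min for 30 min; signal change normalized to 6.5 mM cAMP as full agonist.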
FUS suppressor = FUS proteinopathy suppression in yeast; AID 1347120; S. cerevisiae FUS-expressing, growth rescue, OD600, 24 h; Potency, µM (doses to about 76.6 µM), inactives show top-dose growth rescue (activation), actives largely listed as activators; 390,000 tested, 0.24% active;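 also: potency is read from the fitted curve at half-maximal effect; plate controls were DMSO vehicle for no effect and reference control for full effect; nearly all actives have a fitted effect of over 55% in size; some results filed as inactive show a strong effect at the top dose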
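Quantitative HTS measuring growth restoration of FUS-toxic yeast. Galactose-induced cells (OD 0.005) were exposed 24hr at 30C to compounds at several concentrations, then absorbance at 600 nm was recorded.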
aSyn rescue = rescues yeast growth from alpha-synuclein toxicity. Yeast expressing alpha-synuclein, growth rescue, BacTiter-Glo, 24 h. Potency, µM (highest dose often 46.1 µM), for inactives: top-dose growth rescue (activation), actives largely listed as activators. 370,000 tested, 0.14% active. AID 652106; also: potency is read from the fitted curve at half-maximal effect; % of control where 0% means no effect; nearly all actives have a fitted effect of over 65% in size
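Rescue of yeast growth: cells expressing toxic alpha-synuclein, induced in galactose at OD600 0.02, incubated with compound 24 h at 30 C. ATP luminescence quantified growth; inhibitors of toxicity appear as activators.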
Abeta yeast res = restores growth of yeast expressing A-beta42 peptide; yeast expressing A-beta42, growth rescue, OD600, 48 h; response scale: 0% DMSO, 100% iron-clioquinol control; Potency, µM (titrated, usually from 46.1 µM), inactives show top-dose growth rescue, usual class: activators; 410,000 tested, 0.063% active; also: potency is read from the fitted curve at half-maximal effect; nearly all actives have a fitted effect of over 55% in size
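Yeast growth medium received pinned compounds, then yeast cells expressing toxic A-beta were added; plates incubated at 30 C for 48 hr. Growth read as absorbance at 600 nm, normalized to DMSO and equimolar FeCl3 plus clioquinol controls.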
PLK1 PBD block = blocks phosphopeptide binding to human PLK1 polo-box domain; Potency, µM, for the others: max response, negative = inhibition, hits mostly inhibitors; AID 720504; P53350; 360,000 tested, 2.8% active; Plk1 PBD binding of FITC phosphopeptide, fluorescence polarization; also: potency is read from the fitted curve at half-maximal effect; series mostly up to about 57 µM; % is scaled to controls: 0 for no effect and ±100 for the full control effect; nearly all actives have a fitted effect of over 65% in size
Target sequence (P53350 whole entry, looked up, the tested form may be a part): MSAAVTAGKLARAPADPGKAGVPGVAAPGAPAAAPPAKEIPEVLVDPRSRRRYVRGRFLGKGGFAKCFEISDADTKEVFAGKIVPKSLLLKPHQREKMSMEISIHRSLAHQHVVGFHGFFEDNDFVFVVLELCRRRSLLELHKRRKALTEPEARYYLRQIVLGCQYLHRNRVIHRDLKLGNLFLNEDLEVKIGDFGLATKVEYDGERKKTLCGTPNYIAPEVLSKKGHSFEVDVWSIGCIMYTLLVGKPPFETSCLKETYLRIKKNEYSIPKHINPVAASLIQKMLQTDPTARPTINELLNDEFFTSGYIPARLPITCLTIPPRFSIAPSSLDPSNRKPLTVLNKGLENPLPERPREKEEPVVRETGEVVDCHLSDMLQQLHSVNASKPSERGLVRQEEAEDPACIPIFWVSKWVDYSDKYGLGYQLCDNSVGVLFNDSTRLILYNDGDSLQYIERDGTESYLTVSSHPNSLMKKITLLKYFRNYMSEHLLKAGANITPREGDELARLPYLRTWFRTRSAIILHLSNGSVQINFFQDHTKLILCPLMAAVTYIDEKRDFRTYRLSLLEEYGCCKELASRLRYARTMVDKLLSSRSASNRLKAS
EPAC1 antagonist = blocks human EPAC1 exchange factor; EPAC1 GEF assay, Rap1b-BODIPY-GDP exchange fluorescence; Potency, µM (top dose mostly 115 µM), without a hit: top-dose activity change, negative = inhibition, usual class: inhibitors; 360,000 tested, 0.14% active; O95398;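 also: potency is read from the fitted curve at half-maximal effect; plate controls were vehicle for no effect and positive control for full effect; nearly all actives have a fitted effect of over 50% in size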
IL-2 act = IL-2 activation; IL-2 activation reporter assay, cell-based qHTS; stimulated with anti-CD3/CD4/CD28 beads; in transgenic mouse T cells; activation, % (series mostly up to about 46 µM); 360,000 tested, 0.065% active; AID 652025; in the data active = activation above about 50%; inconclusive = mostly about 30% to 49%; also: 0% is about no effect
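Using fluorescent plate cytometry, EGFP and DsRed are detected in transgenic mouse T cells stimulated 18 h at 37 degrees C with antibody-coated beads after 60 min compound pretreatment.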
WRN inhibitor = blocks human WRN helicase. Q14191. WRN helicase unwinding, fluorescent forked duplex, kinetic. Potency, µM (titrated, usually from 114 µM), inactives show at the highest dose activity change, negative = inhibition, usual class: inhibitors. 360,000 tested, 0.46% active; also: potency is read from the fitted curve at half-maximal effect; % is scaled to controls: 0 for no effect and ±100 for the full control effect; nearly all actives have a fitted effect of over 55% in size
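WRN at 20 nM final was preincubated with compound for 15 min at room temperature; reaction started with 100 nM forked duplex oligonucleotide carrying fluorophore and quencher plus 2 mM ATP (final). Unwinding followed kinetically by red fluorescence (ex 525/em 598 nm).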
Active calls of the source: *; ? = inconclusive; . = no result given; & = joins results of further samples; [ ] = dose if it differs, or a comment. Unless noted, calls follow the shape of the dose curve; as a rule, active = well fitted curve in the direction sought with a large enough effect; inconclusive = small, poorly fitted or top-dose-only effect, or another doubt; inactive = no such curve, though single readings can be large; an effect the other way counts as inactive or inconclusive.

Below each SMILES – Abeta yeast res, EPAC1 ag, PLK1 PBD block, FUS suppressor, PI5P4K alpha inh, aSyn rescue, IL-2 act, WRN inhibitor, EPAC1 antagonist
- COc1ccccc1NS(=O)(=O)c1cc(NC(=O)c2cnccn2)ccc1N1CCOCC1
    2%, 3%, -6%, ?, 4, -2%, -2.5, -20%, -1%
- Cc1nn(CC(=O)Nc2cccc(O)c2)c(=O)c2ccccc12
    8%, 11%, -4%, -21%, 1, -1%, 2.6, -3%, -1%
- Cc1ccc(/C(N)=N/OC(=O)Cc2ccccc2)cc1
    -2%, 13%, 0%, -12%, 10, -20%, 0.8, -10%, -4%
- CCOC(=O)C1=C(COC(=O)CCc2ccc(F)cc2)NC(=O)NC1C (configuration not stated)
    -11%, -12%, 4%, 9%, 2, 1%, -0.3, 7%, -17%
- CCOC(=O)c1c(NC(=O)/C=C/C(=O)O)sc(C)c1-c1ccc(C(C)(C)C)cc1
    ?, -12%, 21µM*, 2%, -3, -21%, -4.0, -34%, 56µM*
- COc1ccc2oc(C(=O)OCC(=O)/C(C#N)=C(\C)N)c(C)c2c1
    -9%, -13%, -10%, 3%, -1, -21%, 0.7, 2%, ?
- COc1cccc(C2c3[nH]c4ccccc4c3C[C@H]3C(=O)N(C4CCN(Cc5ccccc5)CC4)CC(=O)N23)c1 (some centres not stated)
    -17%, -1%, -4%, 33%, 0, -2%, -4.1, -6%, 3%
- O=S(=O)(Cc1ccccc1Cl)NCCOc1ccccc1
    8%, -4%, 0%, 9%, 2, 10%, -0.1, -12%[57.1 µM], 34%[activator]
- O=C(Cn1cc(C(F)(F)F)cc(Cl)c1=O)NCCc1ccc(Cl)cc1Cl
    -14%, -11%, -24%, ?, 2, 0%, -2.5, 5%, -4%
- Cc1nc(N)sc1C(=O)N/N=C/c1c[nH]c2ccccc12
    14%, 0%, -1%, -11%, ., -6%, -2.1, -11%[57.1 µM], 0%
- CCc1nn(CC(=O)N2CCN(c3ccc(F)cc3)CC2)c(=O)c2cc3occc3n12
    7%, 5%, -7%, -21%, 1, 0%, 0.9, 5%, 5%
- COc1cccc(C(=O)NC2CCN(CC(=O)NCc3ccccc3F)CC2)c1
    6%, 4%, 1%, -4%, -5, -4%, 1.2, 1%, 1%
- Cc1ccc(NS(=O)(=O)c2ccc3c(c2)CCC(=O)N3)cc1C
    -13%&8%, 1%&9%, -2%, 12%&-2%, 3, 3%, 0.0&1.3, -17%, -17%&-2%
- NC(=O)COC(=O)c1ccc(Cl)c(S(=O)(=O)N2CCN(c3ccc(F)cc3)CC2)c1
    13%, 2%, 10%, 22%, 2, -1%, -1.5, 4%, -6%
- O=C(Nc1ccc2ccccc2c1)c1ccc2[nH]c(=O)c(=O)[nH]c2c1
    10%, -20%, -3%, -4%, -5, -2%, -1.3, -23%, 7%
- Cc1nc(NCCc2ccc(S(N)(=O)=O)cc2)c2c(C)c(C)sc2n1
    1%, -1%, -18%, 19%, -4, -3%, -0.9, -13%, 0%
- O=C(CNS(=O)(=O)c1ccccc1)NCC(=O)N1CCCCC1
    10%, -2%, -4%, 6%, 8, 4%, -0.5, -16%, -5%
- O=C(O)C1C(c2ccccc2)C(C(=O)OCCCO)C1c1ccccc1 (configuration not stated)
    20%, 7%, -1%, 24%, ., 2%, -0.5, 2%, 0%
- COc1ccc(C(=O)Nc2ccc(C(=O)OCC(=O)c3cccc4ccccc34)cc2)cc1
    19%, 6%, 2%, 1%, -3, 1%, 3.9, -14%[57.1 µM], -3%
- CCN1C[C@@H]2[C@@H]3C(=O)N(Cc4ccccc4)C(=O)[C@@H]3[C@](CC)(C1=O)N2C(=O)c1ccc(C(F)(F)F)cc1
    7%, -6%, 2%, 27%, 0, 0%, 0.0, -4%, -1%

The final 2 records of the section above come first, to join the parts:
Below each SMILES – Abeta yeast res, EPAC1 ag, PLK1 PBD block, FUS suppressor, PI5P4K alpha inh, aSyn rescue, IL-2 act, WRN inhibitor, EPAC1 antagonist
- COc1ccc(C(=O)Nc2ccc(C(=O)OCC(=O)c3cccc4ccccc34)cc2)cc1
    19%, 6%, 2%, 1%, -3, 1%, 3.9, -14%[57.1 µM], -3%
- CCN1C[C@@H]2[C@@H]3C(=O)N(Cc4ccccc4)C(=O)[C@@H]3[C@](CC)(C1=O)N2C(=O)c1ccc(C(F)(F)F)cc1
    7%, -6%, 2%, 27%, 0, 0%, 0.0, -4%, -1%
- Cc1cccc(C(=O)NC(=S)Nc2ccc(N3CCOCC3)cc2)c1
    17%, 6%, -12%, ., 0, -6%, -0.8, -9%, -27%
- COCCCNC(=O)CN(c1ccc(OC)cc1)S(=O)(=O)c1ccc(NC(C)=O)cc1
    -4%, 2%, -8%, 5%, -2, -1%, 0.4, 4%, -7%
- Cc1nc(SCC(=O)Nc2c(C)n(C)n(-c3ccccc3)c2=O)[nH]c(=O)c1Cc1ccccc1
    1%, -6%, 0%, 6%, ., 6%, 0.0, -8%, 5%
- CC(C)c1ccc(NC(=O)C2CC(=O)Nc3nc4ccccc4n32)cc1 (configuration not stated)
    -3%, 8%, -12%, 3%, 2, -5%, 1.7, -5%, -12%
- COC(=O)[C@@]1(Cc2ccc(F)cc2)[C@H]2c3cc(C(=O)N(C)C)n(CCc4ccc(OC)c(Br)c4)c3C[C@H]2CN1C(=O)c1ccccc1
    1%, -9%, -11%, ?, -4, -4%, -0.5, -3%, -21%
- CCOC(=O)Cc1csc(NC(=O)CS(=O)(=O)Cc2ccccc2)n1
    12%, 6%, -8%, -1%, 4, 1%, -1.7, 4%, 0%
- COc1cccc(NC(=S)N/N=C2\CC3CCC2(C)C3(C)C)c1 (configuration not stated)
    1%, -3%, 1%, 38%, -1, -6%, -0.5, 2%, 4%
- O=C(O)C(c1ccccc1)N1C(=O)/C(=C\c2ccc(O)c(O)c2)SC1=S (configuration not stated)
    -22%, -3%, -16%, -25%, ?, -6%, -2.0, 32µM*, 32µM*
- COc1ccc(-n2nc(C(=O)c3cccs3)cc(-c3nc4ccccc4[nH]3)c2=N)cc1
    ?, -1%, -8%, 51%, ., -5%, -0.8, 1%, -6%
- CN(C)c1ccnc2sc(C(=O)NCc3ccccc3)c(N)c12
    -24%, 7%, -10%, -2%, ., 13µM*, -2.8, -3%[57.1 µM], 0%
- CCCc1cc2c(=O)c(-c3ccc4c(c3)OCCO4)c(C)oc2cc1OS(C)(=O)=O
    -1%, 19%, 3%, 26%, ., 6%, -1.7, -10%, -2%
- CCC(=O)Nc1cccc(NC(=S)NC(=O)c2ccccc2)c1
    0%, -9%, -6%, ., -2, -13%, -0.4, 8%, 0%
- COc1ccc(-c2nn3c(-c4ccco4)nnc3s2)cc1OC
    -6%, 2%, ?, 4%, -8, -7%, -0.6, -5%, -17%
- CC12CCC(C(=O)Nc3ccccc3Cl)(C(Br)C1=O)C2(C)C (configuration not stated)
    ?, -8%, -15%, ., -6, 4%, 0.7, 3%, ?
- CC(C)N(C(=S)NCc1ccccc1)c1ccccc1
    20%, -14%, -12%, -8%, 0, 24%, 1.5, -5%, -16%
- COCCNc1ncnc2c1nc1n2CCCC1
    -6%, -4%, -6%, -39%, 1, -4%, -1.9, 1%, -1%
- O=C(CCNC(=O)c1ccc(Br)cc1)NCC1CCCO1 (configuration not stated)
    -4%, -1%, -12%, 15%, -3, -1%, 1.1, -12%, 0%
- O=C(CNC(=O)c1cccs1)NCC(=O)OCc1ccc(Cl)cc1Cl
    12%, 2%, -3%, -10%, ., 5%, -0.7, -5%, -8%
- CCOC(=O)C(NC(C)=O)C(=O)O (configuration not stated)
    11%, 7%, -2%, -7%, 0, 6%, 0.7, 7%, 12%
- CCOc1ccc(NC(=O)CN(C)C(=O)CSCc2ccc(C)cc2)cc1OCC
    25%, 4%, -19%, 28%, 8, 2%, -2.8, -4%, -14%
- CCc1nn(CC(=O)NCCN2CCOCC2)c(=O)c2cc3c(OC)cccc3n12
    -7%, -1%, -10%, -15%, 1, 0%, 0.2, 6%, -1%
- COc1ccc(CNC(=O)c2cc(=O)c3ccc(C)c(C)c3o2)cc1
    -6%, 5%, -13%, -8%, 1, 0%, -0.5, -6%, -7%
- COc1ccc(F)cc1C(=O)C1CCCN(C(=O)C2=C(C)OCCO2)C1 (configuration not stated)
    -4%, 6%, -6%, -13%, -1, 1%, 0.0, 0%, 8%
- C=C1CCC[C@]2(C)C[C@H]3OC(=O)C(CNCC(OC)OC)[C@H]3CC12 (some centres not stated)
    4%, -2%, -1%, 22%, -3, 11%, -0.1, 2%, -3%
- CCOc1ccc(CCNC(=O)COC(=O)c2cccs2)cc1OCC
    24%, -4%, -8%, 7%, 2, -6%, -3.0, ?, ?
- CC(C(=O)NCCCn1ccnc1)(c1ccccc1)c1ccccc1
    17%, 4%, -3%, -2%, -4, 7%, 0.4, 6%, 1%
- [O-][N+]1=c2ccc(Nc3ccccc3)cc2=NC12CCCCC2
    -28%, -10%, -17%, ., -8, -18%, -0.6, -12%, 3%
- CCOC(=O)N1CCN(Cc2nc(-c3cccc(C)c3)no2)CC1
    -4%, 2%, 1%, 22%, ., -10%, -0.3, -13%, 1%
- Cc1ccc(NC(=O)COC(=O)c2ccc3c(=O)n4c(nc3c2)CCC4)c(Br)c1
    -1%, -1%, 3%, -12%, -3, -1%[1.84 µM], -0.6, -4%, 14%
- Cc1cccc(C(=O)NCc2nnc(SCc3ccc(F)cc3)n2C)c1
    2%, -10%, 5%, -7%, 3, -8%, -1.1, 6%, -3%
- COc1ccc2cc(C(C)C(=O)NC3CCC(O)CC3)ccc2c1 (configuration not stated)
    -1%, -4%, -5%, 1%, 2, -1%, -1.6, 3%, 1%
- Cc1ccc(NC(=O)CN2C(=O)NC(C)(C3CC3)C2=O)c([N+](=O)[O-])c1 (configuration not stated)
    -15%, -12%, 4%, -11%, 4, 5%, -0.5, 4%, 15%
